Screening data: PubChem, Icahn School of Medicine at Mount Sinai
ROC1-CUL1 inh = inhibitors of human ROC1-CUL1 ubiquitin ligase activity. 140,000 tested, 0.6% active. inhibition, % at 10 µM. AID 1347404, 2020. in vitro K48 di-Ub FRET, acceptor:donor ratio, 45 min; in the data active means inhibition above about 25%
Target sequence (P62877 whole entry, looked up): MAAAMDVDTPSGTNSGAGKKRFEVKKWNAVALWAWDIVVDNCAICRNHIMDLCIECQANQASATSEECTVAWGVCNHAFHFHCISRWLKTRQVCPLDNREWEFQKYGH
Target sequence (Q13616 whole entry, looked up): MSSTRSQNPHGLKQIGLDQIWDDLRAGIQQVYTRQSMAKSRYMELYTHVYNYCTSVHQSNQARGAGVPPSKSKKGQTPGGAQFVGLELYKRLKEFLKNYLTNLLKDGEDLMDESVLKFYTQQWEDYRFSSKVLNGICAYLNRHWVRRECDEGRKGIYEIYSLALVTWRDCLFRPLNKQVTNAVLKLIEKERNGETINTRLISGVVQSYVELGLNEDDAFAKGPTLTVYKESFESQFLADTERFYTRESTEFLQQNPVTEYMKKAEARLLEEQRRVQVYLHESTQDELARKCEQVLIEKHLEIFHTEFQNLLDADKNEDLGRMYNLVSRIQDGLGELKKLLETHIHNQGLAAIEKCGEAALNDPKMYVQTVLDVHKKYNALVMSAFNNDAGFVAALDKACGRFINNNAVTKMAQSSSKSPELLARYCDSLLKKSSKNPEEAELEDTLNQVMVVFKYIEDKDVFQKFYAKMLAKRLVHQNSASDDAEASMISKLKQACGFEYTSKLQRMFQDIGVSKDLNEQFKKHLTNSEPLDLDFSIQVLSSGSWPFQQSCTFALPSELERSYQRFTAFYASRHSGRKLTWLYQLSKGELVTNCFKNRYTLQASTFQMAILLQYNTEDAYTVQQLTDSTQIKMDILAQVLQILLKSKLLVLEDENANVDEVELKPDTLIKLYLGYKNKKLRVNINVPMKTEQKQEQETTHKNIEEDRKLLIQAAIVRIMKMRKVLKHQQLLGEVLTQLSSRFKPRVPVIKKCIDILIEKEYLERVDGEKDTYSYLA
Active calls of the source: *. Some of the compounds tested, so the mix of outcomes need not match the whole.

SMILES | ROC1-CUL1 inh
O=C(CCN1C(=O)c2cccc3cccc(c23)C1=O)Nc1ccc(Br)cc1 | -1
CCCS(=O)(=O)c1nc(S(=O)(=O)c2ccc(C)cc2)c(NC(C)c2ccccc2)s1 (configuration not stated) | 3
Cc1cccc(C(C)C)c1NC(=O)C(NS(=O)(=O)c1cccc2nsnc12)c1ccccc1 (configuration not stated) | 0
CCOc1ccc(C(=O)Nc2cc(Cl)c(OC)cc2OC)cc1 | -3
Cc1ccccc1NC(=O)CCn1cnc2onc(-c3ccc(F)cc3)c2c1=O | -3
CN(CCc1ccccc1)C(=O)CC1(c2ccccc2Cl)CC(=O)N(C2CCCC2)C1=O (configuration not stated) | 0
CC(=O)NS(=O)(=O)c1cccnc1Nc1ccc(Cl)c(Cl)c1 | -5
CN(CC(O)c1ccccc1)C(=O)c1cc(NS(C)(=O)=O)cc2ncn(CCc3ccccc3)c12 (configuration not stated) | 1
COc1cccc(-c2cc(C(F)(F)F)n3nc(-c4ccc(C)cc4)cc3n2)c1 | -1
CCSc1ncc(Cl)c(C(=O)Nc2c(C(=O)c3ccccc3)oc3ccccc23)n1 | 3
CCn1c(=O)cc(SCC(=O)NCc2cccc(Cl)c2)c2ccccc21 | 10
OCC1(c2ccccc2)CCN(Cc2ccccc2)CC1 | 6
Cc1csc(C(C)NC(=O)c2cc(NS(=O)(=O)N(C)C)cc3nc(CC(C)C)n(C)c23)n1 (configuration not stated) | 3
Cc1ccc(-n2nnc(-c3nnc4sc(-c5cccc(Br)c5)nn34)c2C)cc1 | 6
O=C(CCSc1cccc2cccnc12)Nc1ccc(Cl)cc1 | 3
COc1cccc(Nc2cc(C)nc3nc(-c4ccc(Cl)cc4)nn23)c1 | -2
CC1CCN(Cc2c(O)ccc3c2oc(=O)c2ccccc23)CC1 | 12
Cc1nc(C(Cl)(Cl)Cl)nc2c1C(=O)CC=N2 | 3
Cc1cc(C)n(Cc2cc(C(=O)N3CCCC3c3nccs3)n[nH]2)n1 (configuration not stated) | 4
Cc1nnc(SCC(=O)NC2CCCCC2)n1C1CCCCC1 | 5
Cc1cccc(-c2nnc(SCC(=O)Nc3nccs3)n2C)c1 | 10
CCc1ccc(C2C(C(=O)c3ccc4c(c3)CC(C)O4)C(=O)C(=O)N2CCOC)cc1 (configuration not stated) | 15
COc1nc(-c2ccccc2)cc(-c2ccc(OC)c(OC)c2)n1 | -5
CCCc1cc2c(cc1NC(=O)c1ccc(SC)cc1OC)OCO2 | 7
Cc1ccc2c(c1)C(Cl)c1ccccc1CS2 (configuration not stated) | 4

Reformatted: entries from further up.
ROC1-CUL1 inh | Compound
0 | CN(CCc1ccccc1)C(=O)CC1(c2ccccc2Cl)CC(=O)N(C2CCCC2)C1=O (configuration not stated)
-5 | CC(=O)NS(=O)(=O)c1cccnc1Nc1ccc(Cl)c(Cl)c1
1 | CN(CC(O)c1ccccc1)C(=O)c1cc(NS(C)(=O)=O)cc2ncn(CCc3ccccc3)c12 (configuration not stated)
-1 | COc1cccc(-c2cc(C(F)(F)F)n3nc(-c4ccc(C)cc4)cc3n2)c1
3 | CCSc1ncc(Cl)c(C(=O)Nc2c(C(=O)c3ccccc3)oc3ccccc23)n1
10 | CCn1c(=O)cc(SCC(=O)NCc2cccc(Cl)c2)c2ccccc21
6 | OCC1(c2ccccc2)CCN(Cc2ccccc2)CC1
3 | Cc1csc(C(C)NC(=O)c2cc(NS(=O)(=O)N(C)C)cc3nc(CC(C)C)n(C)c23)n1 (configuration not stated)
6 | Cc1ccc(-n2nnc(-c3nnc4sc(-c5cccc(Br)c5)nn34)c2C)cc1
3 | O=C(CCSc1cccc2cccnc12)Nc1ccc(Cl)cc1
-2 | COc1cccc(Nc2cc(C)nc3nc(-c4ccc(Cl)cc4)nn23)c1
12 | CC1CCN(Cc2c(O)ccc3c2oc(=O)c2ccccc23)CC1
3 | Cc1nc(C(Cl)(Cl)Cl)nc2c1C(=O)CC=N2
4 | Cc1cc(C)n(Cc2cc(C(=O)N3CCCC3c3nccs3)n[nH]2)n1 (configuration not stated)
5 | Cc1nnc(SCC(=O)NC2CCCCC2)n1C1CCCCC1
10 | Cc1cccc(-c2nnc(SCC(=O)Nc3nccs3)n2C)c1
15 | CCc1ccc(C2C(C(=O)c3ccc4c(c3)CC(C)O4)C(=O)C(=O)N2CCOC)cc1 (configuration not stated)
-5 | COc1nc(-c2ccccc2)cc(-c2ccc(OC)c(OC)c2)n1
7 | CCCc1cc2c(cc1NC(=O)c1ccc(SC)cc1OC)OCO2
4 | Cc1ccc2c(c1)C(Cl)c1ccccc1CS2 (configuration not stated)

Continued:
SMILES | ROC1-CUL1 inh
Cc1ccc(C(=O)CC=Nc2ccc(S(=O)(=O)Nc3onc(C)c3C)cc2)cc1 | 2
CC(C)Oc1ccc(C(=O)N2CC(=O)Nc3ccccc32)cc1 | 10
COC(=O)c1ccccc1NC(=O)c1ccc2c(c1)CCN2S(=O)(=O)c1ccc(C)cc1 | 4
Cn1c(=O)n(C)c2cc(CNc3cc(C(=O)O)ccc3Cl)ccc21 | 7
COc1cc(C2c3c(n[nH]c3-c3ccccc3)OC(=N)C2C#N)ccc1OCc1ccccc1 (configuration not stated) | 3
CNC(=O)C1CCC(Cn2c(=O)c3sccc3n(CC(=O)NCc3ccc(F)cc3)c2=O)CC1 (configuration not stated) | -4
COc1ccccc1CNS(=O)(=O)c1ccc(N2CCCCS2(=O)=O)cc1 | -4
Cc1ccc(-c2noc(CSc3nnc(Cc4ccccc4)n3-c3cccc(C)c3)n2)cc1 | -1
C/C(=N\N1CCN(Cc2ccccc2)CC1)c1cccs1 | 3
CCN(CCCNC(=O)c1cc2cc3ccc(C)cc3nc2s1)c1ccccc1 | 0
COc1cccc(OCCn2c(-c3ccc(Br)cc3)nc3ccccc3c2=O)c1 | 4
O=C(O)/C=C\C(=O)Nc1ccccc1CO | -2
CC(=O)Nc1cccc(NC(=O)c2ccc(C(=O)Nc3cccc(NC(C)=O)c3)nc2)c1 | -1
CCCN1C(C(=O)c2ccccc2)=C(OC(=O)COc2ccc(C)cc2)c2ccccc2S1(=O)=O | 3
CC(C)(C)NS(=O)(=O)c1ccc(NC(=O)c2ccc(Cl)cc2Cl)cc1 | 6
Cc1ccc(CN2CCN(C3CCCC3)CC2CCO)o1 (configuration not stated) | -1
COc1cccc(NC(=O)CSc2nc3c(c(=O)n(C)c(=O)n3C)n2Cc2ccccc2F)c1 | -10
CCC(CC)c1nc2ccccc2c(=O)[nH]1 | 6
CCN(CC)C1CCN(Cc2c(C(=O)N3CCCCCCC3)nc3sccn23)C1 (configuration not stated) | -2
Cc1ccc(S(=O)(=O)c2nnn3c2nc(NCc2ccc4c(c2)OCO4)c2sccc23)cc1C | -3
CS(=O)(=O)N1CCC(Oc2ccc(C(=O)NCC3CCCO3)cc2Cl)CC1 (configuration not stated) | 0
CCn1ccnc1CN1CCC2(CCCN(CC(C)(C)C)C2)C1 (configuration not stated) | 5
CCN(CC)C(=O)c1c(NC(=O)c2ccccc2F)sc2c1CCC(C(C)(C)C)C2 (configuration not stated) | 2
COC(=O)C1OC(S(=O)c2ccccc2)C(OC(C)=O)C(OC(C)=O)C1OC(C)=O (configuration not stated) | 11
OC1(c2ccc(F)cc2)CCN(Cc2ccccc2)C1 (configuration not stated) | 8

Quoted from the listing.
ROC1-CUL1 inh, CC(C)(C)NS(=O)(=O)c1ccc(NC(=O)c2ccc(Cl)cc2Cl)cc1 : 6
ROC1-CUL1 inh, CCc1ccc(C2C(C(=O)c3ccc4c(c3)CC(C)O4)C(=O)C(=O)N2CCOC)cc1 (configuration not stated) : 15

Next structures follow:
SMILES | ROC1-CUL1 inh
CCCC1=NN2C(=N)/C(=C/c3cc(OC)c(OC)c(OC)c3)C(=O)N=C2S1 | 5
CC(C)COC(=O)c1ccc(NC(=O)C23CCC(C)(C(=O)C2=O)C3(C)C)cc1 (configuration not stated) | 7
CC(=O)c1ccccc1OC(=O)c1ccc2c(c1)OCO2 | 1
CCNC(=O)N1CCCC1C(=O)Nc1ccc(-c2nc3ccccc3[nH]2)cc1 (configuration not stated) | 1
Cc1ccc(N=c2ssc3c2-c2cc(Cl)ccc2NC3(C)C)cc1Cl | 6
C/C(=N\OC(=O)c1ccc(Br)cc1)c1cc(C(C)(C)C)c(O)c(C(C)(C)C)c1 | -8
CC(C)CC(C)NC(=O)c1ccc(Cl)cc1Cl (configuration not stated) | 0
O=C(CN1CCN(c2cccc(Cl)c2)CC1)Nc1c(F)c(F)c(F)c(F)c1F | -13
CCC1CCCCN1C(=O)Cn1c(=O)cc(C(F)(F)F)c2c(C)nn(C)c21 (configuration not stated) | -6
CCN(CC)CCN1C(=O)C(=O)C(C(=O)c2ccc(OC)c(F)c2)C1c1ccc(OC)cc1 (configuration not stated) | 0
c1ccc(-c2cc3ccccn3c3cccc2-3)cc1 | 93*
Cn1cc(/C=C/C(=O)N2CCCC2c2ccc(C(=O)N3CCCC3)s2)cn1 (configuration not stated) | -1
COc1ccc(-c2cc(C)no2)cc1S(=O)(=O)N1CCOc2ccccc21 | -2
Cc1cn2c3c(=O)n(Cc4ccccc4F)c(=O)n(C)c3nc2n1CCO | -2
Cc1c(NC(=O)CN2CCN(C(=O)c3ccccc3)CC2)n(C)c2ccccc12 | 3
c1ccc2cc(-c3cnnc(N4CCCC4c4nccs4)n3)ccc2c1 (configuration not stated) | 1
Cc1ccc(NC(=O)Cn2cc(S(=O)(=O)N3CCCC3)c(S(=O)(=O)N3CCCC3)c2)cc1C | -8
Cc1cccc(C2(c3cccc(C)c3)CC2C(=O)Nc2nccs2)c1 (configuration not stated) | 6
CCn1c(=O)n(C2CCCCC2)c(=O)c2cc(OC)c(OC)cc21 | -3
CCOc1cc(CNC(=O)c2ccc3nc(CCc4ccccc4)oc3c2)ccc1OC | -1
CC(C)(C)NC(=O)c1ccc2c(c1)C(=O)N(c1ccc(N=Nc3ccccc3)cc1)C2=O | -7
O=C(Nc1ccccc1Br)c1cccnc1 | 0
Cc1ccc(C(=O)N2CCOc3ccc(CN4C[C@@H](C)O[C@@H](C)C4)cc3C2)cc1N1CCNC1=O | 2
Cc1ccc(S(=O)(=O)Nc2ccccc2C=Nc2nc3ccccc3n2Cc2ccccc2)cc1 | 3
O=C(O)CCC(=O)Nc1ccc(-c2cn3ccsc3n2)cc1 | -1
SMILES | ROC1-CUL1 inh
O=C1c2ccccc2C(=O)N1Cc1cccc(O)c1 | -3
COc1cc(C(=O)NCCSc2c(C)[nH]c3ccccc23)cc(OC)c1OC | 1
CCOc1ccc(CNC(=O)c2ccc(NC(=O)N3CCCCc4ccccc43)cc2)cc1 | -3
Cc1ccccc1NC(=O)CSc1nnc(-c2ccco2)o1 | -1
O=C(CCSc1nnnn1-c1ccccc1)Nc1ccc(Br)cc1 | 4
Cc1ccc(C(=O)COC(=O)c2ccco2)cc1C | -3
Cc1ccc(S(=O)(=O)N=C2NC(=O)/C(=C/c3sccc3C)S2)cc1 | 14
CC1(C)c2ccccc2N(CC(=O)NCc2ccccc2)C12C=Cc1ccccc1O2 (configuration not stated) | -4
CCN1CCCC1CNCc1cccs1 (configuration not stated) | -8
O=c1cc(O)c2sc3nc(-c4cccs4)cc(-c4cccs4)c3c2[nH]1 | 10
CCC(C)C1c2c(n[nH]c2-c2ccccc2)OC(=N)C1C#N (configuration not stated) | -8
CC(=O)OCC#CCSc1nc2ccccc2n1C | 8
Cc1cc(C)c(C#N)c(SCC(=O)N2c3ccccc3Sc3ccc(C(F)(F)F)cc32)n1 | -1
CCN1N=C(C)C(C)n2c1nc1c2c(=O)n(CCC(C)C)c(=O)n1C (configuration not stated) | -2
CCOC(=O)C1=NC(=S)NC(c2ccc(OC)cc2)C1C (configuration not stated) | -6
COC(=O)CN(c1cccc2cccnc12)S(=O)(=O)c1ccc(C)cc1 | -3
Cc1ccccc1N1CCN(C2=NC(=O)/C(=C/c3ccccc3)S2)CC1 | 11
CN1CCN(c2c([N+](=O)[O-])cnc3ccccc23)CC1 | -2
O=C(Nc1ccccc1C(=O)NCCCCO)c1ccco1 | 4
CCOc1ccc(CCNC(=O)Cn2nc(C)c3c(C)n(-c4ccccc4)nc3c2=O)cc1OCC | -6
COc1cc2c(c(OC)c1OC)C(c1ccccc1)CC(=O)N2 (configuration not stated) | 4
COc1ccc(OCC(=O)Nc2ccccc2Sc2ccccc2)cc1 | 0
COc1ccc(NC(=O)C2CCC(CNS(=O)(=O)c3csc(C(N)=O)c3)CC2)cc1 (configuration not stated) | 2
O=C(Cn1cccc1)N1CCCC1 | 2
COc1ccc(-c2noc(-c3ccc(N4CCC(O)CC4)nc3)n2)cc1 | 11
SMILES | ROC1-CUL1 inh
Cc1ccc(C)c(N2CCN(C(=O)C3CCC(CNS(=O)(=O)c4cccs4)CC3)CC2)c1 (configuration not stated) | -3
O=C(CSc1nnc(-c2ccccc2Br)o1)c1ccc2c(c1)OCCO2 | 6
COc1ccc(C(OCC/C(N)=N/O)c2ccccc2)cc1 (configuration not stated) | 3
Cc1ccccc1C(=O)Nc1nnc(S(=O)(=O)N(C)Cc2ccccc2)s1 | -7
Cc1cc(NC(=O)c2ccccc2Br)ccc1O | 5
Cc1cccn2cc(-c3ccc(NC(=O)CC(C)C)cc3)nc12 | 1
COc1ccc(C2c3c(N)nc(SC)nc3N=C3CC(C)(C)CC(=O)C32)cc1OC (configuration not stated) | 8
CC(=O)n1nc(-c2ccco2)nc1N | 3
CN(Cc1ccno1)C(=O)CC(c1ccccc1)c1ccccc1F (configuration not stated) | 1
O=C(Nc1ccc2nc(SCC(=O)N3CCCC3)sc2c1)c1ccc(Br)cc1 | -1
CN1C(=O)C2(C3=C(CC(C)(C)CC3=O)N(c3cc(Cl)cc(Cl)c3)C(=N)C2C#N)c2ccccc21 (configuration not stated) | 5
CN(Cc1ccccc1)C(=O)CCC1CCN(S(=O)(=O)c2ccsc2)CC1 | 5
CCCN1CCC(NC(=O)C(C)Oc2ccccc2C)CC1 (configuration not stated) | 4
Cc1c(C)c2c(cc(C)c3c(-c4ccccc4)coc32)oc1=O | -6
COc1cccc(CC2(CO)CCN(CC3=CC[C@H]4C[C@@H]3C4(C)C)CC2)c1 | 10
Cc1nn(CC(=O)NC2CCCCC2)c(=O)c2cc3cc(F)ccc3n12 | -4
COc1ccc(CNS(=O)(=O)c2ccc(C(=O)N(C)C)s2)cc1 | -9
Cc1nnc(SCC(=O)Nc2nnc(C)s2)o1 | 7
O=C(c1cnccn1)N1CCCC(CCc2ccc(F)c(F)c2)C1 (configuration not stated) | 5
COc1cc(Cl)cc(CC2=NC(=O)N(c3cccc(Cl)c3)C2=O)c1O | -6
COc1ccc(CCC2CCCN(C(=O)c3ccsc3)C2)cc1 (configuration not stated) | -2
